Assay outcomes as filed in PubChem BioAssay.
NPY-Y2 PAM-ag: human NPY-Y2 potentiation or agonism, primary screen. activation, % at 3.6 µM. P49146. cells expressing NPY-Y2, potentiator/agonist read-out. actives 0.45% (n = 220,000); in the data active = activation above about 27%;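 also: cells stimulated with NPY near EC25 plus isoproterenol at EC100; 0% = vehicle plus submaximal agonist and 100% = vehicle plus saturating agonist; some results beyond the cut were filed as inactive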
Target sequence (P49146 whole entry, looked up): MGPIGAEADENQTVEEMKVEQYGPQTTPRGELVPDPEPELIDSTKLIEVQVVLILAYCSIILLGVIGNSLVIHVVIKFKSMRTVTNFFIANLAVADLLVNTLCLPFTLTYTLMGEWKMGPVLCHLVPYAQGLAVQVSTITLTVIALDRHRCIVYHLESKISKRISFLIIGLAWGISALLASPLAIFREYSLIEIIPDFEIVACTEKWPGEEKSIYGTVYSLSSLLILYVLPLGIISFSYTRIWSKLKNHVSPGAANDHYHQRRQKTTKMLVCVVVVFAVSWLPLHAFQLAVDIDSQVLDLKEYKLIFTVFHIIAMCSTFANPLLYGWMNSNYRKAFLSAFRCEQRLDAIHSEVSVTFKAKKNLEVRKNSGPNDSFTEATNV
Runt-CBFb FRET: Runt domain-CBFb interaction inhibition. Cerulean-Runt/Venus-CBFb FRET ratio 530/480, 1 h. AID 1496. Q01196+Q13951. actives 0.46% (n = 220,000). inhibition, % at 20 µM;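 active = inhibition over about 50% at 20 µM in the single-dose screen, limit read from the data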;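 also: 0% = DMSO wells and 100% = excess unlabeled CBFb competitor control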
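Assay system: Cerulean-tagged RUNX1 Runt domain (FRET donor) fusion protein / Amount: 100 nM each of Venus-CBFb and Cerulean-Runt domain / Medium: Tris buffer pH 7.5 with salts and BSA / Also added: Venus-CBFb 100 nM / Schedule: 1 h complex formation plus 1 h compound treatment, room temperature / Signal: FRET fluorescence / Read-out: loss of energy transfer signal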
MDM2 E3 inh: inhibitors of human Mdm2 E3 ubiquitin ligase; actives 0.11% (n = 210,000); Q00987; signal enhancement, % at 5 µM; cell-based MDM2 ubiquitination luciferase reporter, 2 h; 0 = plate control, 100 = twice control, blank-subtracted;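 active = signal enhancement of 30% or more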;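 also: luminescence tracks abundance of the self-degrading MDM2-luciferase fusion protein; higher signal means inhibition of MDM2 E3 ligase activity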
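Buffer or medium: Cells held in DMEM | Assay system: Stable mammalian line carrying autodegrading MDM2–luciferase fusion reporter | Quantity: 2000 cells/well | Times: 4 h settle plus 2 h compound, 37 °C | Doses: One concentration, 5 µM, with 0.2% DMSO | Technique: Luminescence with SteadyLite reagent, 15 min at room temperature | Benchmarks: Plate controls and plate blanks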
RBBP9 inh: blocks human serine hydrolase RBBP9 | O75884 | recombinant RBBP9, FP-Rh probe fluorescence polarization | inhibition, % at 7.94 µM | actives 0.2% (n = 220,000);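 active = inhibition above the campaign mean of all tested compounds plus 3 SD, cut at about 14% in these data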;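 also: plate controls were DMSO wells with RBBP9 for no effect and wells lacking RBBP9 protein for full effect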
Target sequence (O75884 whole entry, looked up): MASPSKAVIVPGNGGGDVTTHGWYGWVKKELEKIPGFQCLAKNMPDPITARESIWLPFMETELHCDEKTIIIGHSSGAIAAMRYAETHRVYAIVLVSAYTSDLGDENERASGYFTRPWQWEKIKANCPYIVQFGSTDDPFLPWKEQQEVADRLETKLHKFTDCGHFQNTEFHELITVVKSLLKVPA
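Controls: DMSO-treated enzyme wells and wells lacking RBBP9 | Material: RBBP9 protein | Technique: Fluorescence polarization | Replication: Single well per compound, no replicates | Buffer or medium: Tris-NaCl-Pluronic buffer, pH 8.0 | Timing: 30 min compound preincubation, 45 min probe labeling, 25 °C | Read-out basis: Percent inhibition from mP, scaled between DMSO and no-protein wells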
Runt-SMMHC FRET: Runt domain-CBFb-SMMHC interaction inhibition; AID 1434; actives 0.74% (n = 220,000); inhibition, % at 20 µM; Cerulean-Runt/Venus-CBFb-SMMHC FRET ratio 530/480, 1 h; Q01196+Q13951;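 active = mean inhibition across duplicate retests at 20 µM reaching about 50%, limit read from the data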;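 also: 0% = DMSO wells and 100% = wells with excess untagged CBFb-SMMHC; inhibitors lower the FRET ratio by blocking Runt binding to CBFb-SMMHC; some results filed as inactive read as strong as hits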
p97 ATPase inh: inhibitors of human p97 ATPase; AID 1481; inhibition, % at 8 µM; actives 0.42% (n = 220,000); recombinant p97 ATPase, Kinase-Glo ATP luminescence, 3 h; in the data active = inhibition above about 15%;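 also: 0% = DMSO vehicle and 100% = wells lacking enzyme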
NPY Y1 blocker: antagonists of human neuropeptide Y receptor Y1 | P25929 | HEK293-CNG Y1 cells, membrane potential fluorescence; NPY at EC95, then isoproterenol | inhibition, % at 3.6 µM | actives 1% (n = 200,000) | AID 1040;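 active = inhibition above the campaign mean inhibition of all tested compounds plus 3 SD, cut at about 20% in these data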;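 also: 0% = DMSO wells given NPY plus isoproterenol and 100% = isoproterenol alone without NPY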
Target sequence (P25929 whole entry, looked up): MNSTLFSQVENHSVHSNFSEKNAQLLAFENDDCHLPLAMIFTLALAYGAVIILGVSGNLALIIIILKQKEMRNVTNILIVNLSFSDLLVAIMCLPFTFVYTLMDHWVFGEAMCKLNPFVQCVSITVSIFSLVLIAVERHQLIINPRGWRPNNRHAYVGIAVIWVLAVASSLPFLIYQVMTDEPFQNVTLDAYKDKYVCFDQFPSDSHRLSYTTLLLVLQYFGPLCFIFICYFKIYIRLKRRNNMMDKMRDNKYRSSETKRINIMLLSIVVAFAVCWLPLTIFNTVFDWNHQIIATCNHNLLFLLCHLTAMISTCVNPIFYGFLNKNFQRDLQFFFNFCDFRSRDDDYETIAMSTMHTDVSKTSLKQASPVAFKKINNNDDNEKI
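Test system – HEK293 Y1/CNG channel cell line · Also added – NPY agonist 25 nM, then isoproterenol 1 µM plus Ro 20-1724 25 µM · Compound dosing – one concentration, 3.6 µM, in 0.4% DMSO · Schedule – compound incubation 1 h at room temperature, readout 45 min post-stimulation · Technique – fluorescence, membrane potential probe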
NPY1 pot ag: potentiates or activates human NPY-Y1 receptor; NPY-Y1 expressing cells, potentiator/agonist activation; actives 0.37% (n = 220,000); activation, % at 3.6 µM; P25929; in the data active = activation above about 33%, passing the limit was not always enough;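 also: cells stimulated with NPY at EC10 then isoproterenol at EC100; 0% = low agonist plus stimulus and 100% = saturating agonist plus stimulus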
Hck-Nef inh: inhibitors of human Hck kinase activated by Nef. P08631. AID 463187. inhibition, % at 20 µM. actives 0.68% (n = 220,000). Recombinant Hck-YEEI plus Nef, Z-Lyte FRET kinase assay;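 active = Hck-Nef kinase inhibition above about 50%, limit read from the data; inactive = inhibition below that limit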;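 also: 0% = DMSO with Hck plus Nef and 100% = Hck alone without Nef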
An asterisk follows results filed as active; · = no result given.

canonical_smiles,NPY1 pot ag,NPY Y1 blocker,MDM2 E3 inh,NPY-Y2 PAM-ag,Runt-SMMHC FRET,RBBP9 inh,Hck-Nef inh,p97 ATPase inh,Runt-CBFb FRET
CCOC(=O)c1c(C)c(C(=O)NCc2ccccc2OC)c(C)n1C,5.6,6.1,-19.8,3.0,1.4,-5.7,0.3,-1.8,0.3
Cc1ccc(CNC(=O)c2coc(=O)c3ccccc23)o1,-25.7,0.3,-6.8,-2.8,1.0,7.9,1.8,6.3,0.9
CC(C)OC(=O)CSc1nnc(CNc2ccc(Cl)cc2)n1C,-2.1,-2.2,-5.6,0.2,-1.1,-9.8,20.5,-0.1,-1.2
Brc1cccc(OCCCCN2CCCCC2)c1,-33.5,3.3,-7.2,-5.6,2.1,-8.3,3.0,2.8,0.7
Cc1ccc(-c2nc(SCC(=O)NCC3CCCO3)c(-c3ccc(Cl)cc3)[nH]2)cc1 (centres undefined),38.5,-1.1,·,6.8,1.2,-3.1,-1.8,-2.5,-2.0
NC(=O)C1=C[C@H](c2ccc(C(F)(F)F)cc2)C[C@H](OCCCCO)O1,5.0,0.7,·,-2.1,0.4,1.9,-10.2,1.2,-3.0
O=C(C1=C[C@H](c2ccccc2)C[C@H](OCc2ccc(CO)cc2)O1)N1CCN(Cc2ccccc2)CC1,-1.1,4.8,·,2.4,1.1,-4.1,7.3,3.0,-5.0
COC(=O)c1ccc(COC(=O)c2nn(C)c(=O)c3ccccc23)cc1,-14.4,7.6,-15.5,-7.3,0.7,-7.9,2.5,1.3,-4.5
Cc1cc(OCC(O)CN2CCN(C)CC2)ccc1C(C)C (centres undefined),-19.7,5.3,-30.9,2.5,2.9,8.8,1.7,3.1,-2.5
Cc1nc(-c2ccc(C(=O)N3CCOCC3)cc2)cs1,0.9,-4.9,8.5,28.1,-6.3,-6.5,6.4,4.8,0.7
Cc1ccc(C2=N/C(=C\c3ccc(OS(=O)(=O)c4ccc(C)cc4)cc3)C(=O)O2)cc1,-4.1,-0.1,11.0,-8.9,0.8,-3.6,3.6,-6.0,-7.3
CCc1nnc(NC(=O)c2cccc(S(=O)(=O)N3CCN(c4ccccc4)CC3)c2)s1,6.7,-3.4,-4.8,5.1,-6.8,0.5,2.1,1.4,0.2
CCOc1cc(C2C3=C(CC(C)(C)CC3=O)Nc3n[nH]c(C)c32)ccc1O (centres undefined),-16.0,41.5*,-11.2,-10.2,-0.1,-9.4,7.3,-4.7,3.2
Cc1cc(F)ccc1S(=O)(=O)Nc1ccccc1C(=O)NCc1cccnc1,-9.6,-1.2,-90.5,-12.0,-1.9,-11.4,-24.2,-6.1,0.8
COc1ccc(CNC(=O)COC(=O)c2ccc3c(c2)OCCO3)cc1,-0.3,0.8,-21.1,2.6,-2.5,0.3,2.4,7.7,-2.8
COCCOC(=O)c1c(NC(=O)CNCc2ccco2)sc(C(N)=O)c1C,-1.7,4.3,-3.4,-6.9,1.3,-11.6,24.8,5.4,1.0
CC(C)c1ccc(OCC(=O)N(Cc2ccccc2)c2ccccn2)cc1,-0.3,5.3,10.3,-7.0,-5.6,-3.8,0.8,-2.3,-5.7
C=C(Br)Cn1c(CCCC)nc2ccccc21,-4.1,0.1,-38.2,-15.4,-0.5,3.5,-8.0,-3.8,0.8
O=c1oc(-c2ccc(F)cc2)nc2ccsc12,-8.9,-0.8,·,0.2,-2.6,0.1,1.1,4.2,-0.7
Cc1ccc(NC(=S)N(CCN(C)C)Cc2cc3cccc(C)c3[nH]c2=O)cc1,-42.1,10.9,5.7,-10.6,2.1,-11.7,0.1,-8.5,0.6
O=C(NCc1ccco1)c1cc(-c2cccs2)on1,0.5,4.3,-17.6,-4.7,0.7,-6.7,0.5,0.8,1.6
Cn1c(Cc2cccs2)nnc1SCC(=O)N1CCc2ccccc21,-8.7,0.4,2.0,-1.2,-3.2,-0.2,-4.6,-2.2,0.7
CC(C)Sc1nnc(-c2c[nH]c3ccccc23)n1C,10.1,-3.1,-14.0,13.0,-3.0,-5.3,2.0,1.8,0.9
Cc1nc(NC2CCCC2)sc1C(=O)N(C)C,-8.6,-1.8,-1.8,6.2,0.8,-1.4,-23.2,3.3,0.4
COc1ccc(CNC(C)C(=O)Nc2ccc3ccccc3c2)cc1OC (centres undefined),-12.6,6.0,-6.1,-8.8,30.8,9.3,3.1,3.5,0.4
CC1CCN(c2oc(-c3cccc4ccccc34)nc2C#N)CC1,9.2,5.0,-19.8,6.0,13.6,-4.8,15.5,2.0,-0.5
CC1CCCN(c2ccc(C(=O)NCc3ccc4c(c3)OCO4)cc2[N+](=O)[O-])C1 (centres undefined),-19.3,0.3,-27.3,-15.0,-3.1,-1.6,0.7,-1.4,-1.4
Nc1nn2cc(-c3ccccc3)nc2c2ccccc12,8.8,0.4,-24.3,10.8,2.3,-7.1,50.5*,-17.1,0.3
Cn1c(SCC(=O)Nc2ccc3nc(SCC(=O)N4CCCC4)sc3c2)nnc1-c1ccccc1,-2.5,6.5,-7.6,-12.4,-2.3,-7.0,25.5,3.6,-1.2
C=CCn1c(SCC(=O)NC(=O)c2cccn2C)nc2ccccc2c1=O,-3.6,6.3,-10.9,2.5,-4.0,8.3,25.4,1.3,-1.7
Cc1ccc(Cn2c(NCCCn3ccnc3)nc3c2c(=O)n(C)c(=O)n3C)cc1,3.3,2.7,-23.1,13.5,2.1,-1.9,3.3,3.2,0.0
Cc1ncc(CN2CCN(C(C)C)C(CCO)C2)s1 (centres undefined),-2.1,-3.8,-4.5,0.2,-2.0,-3.1,-1.3,1.0,1.0
CC(C)(C)NC(=O)c1ccnc(C(C)(C)C)c1,-2.1,-5.0,-4.8,3.0,0.9,-2.2,-1.7,0.5,3.4
NC(=O)C1CCN(C(=O)OCc2ccccc2)CC1,-15.1,-2.9,-13.3,-1.2,-2.7,-7.8,-0.2,0.4,-1.4
CCOc1ccc(CN(CCO)CCO)cc1C(=O)OC,3.8,-1.9,-24.1,18.2,0.4,1.9,2.3,2.7,0.6
CN(NC(=O)c1ccccc1)c1ncc(C(F)(F)F)cc1Cl,-1.2,·,-18.8,3.8,6.2,0.4,1.9,3.7,2.3
O=C(O)c1ccccc1N/N=C\c1ccnc2ccccc12,21.5,7.7,-64.5,-2.5,-171.6,-5.3,-1.5,-0.9,·
CCOC(=O)c1cccc(N2C(=O)C3C(C2=O)C2C=CC3C23CC3)c1 (centres undefined),-0.1,5.2,-19.4,11.5,1.2,4.4,-1.0,-0.7,3.2
CC(C)Cn1cnc2c1c(=O)n(CC(O)c1ccccc1)c(=O)n2CC(C)C (centres undefined),-3.2,20.6*,-11.3,5.8,-0.6,-5.3,1.0,-5.7,-0.4
CCOC(=O)c1sc(NC(=O)CSc2nncn2C)nc1C,-4.5,-1.4,-12.0,1.6,2.3,-9.3,16.2,-4.6,1.1
CCN(Cc1ccccc1)S(=O)(=O)c1ccc(S(=O)(=O)N(Cc2cccc(OC)c2)CC2CCCO2)cc1 (centres undefined),-2.6,3.2,-9.5,-5.0,-5.4,-3.8,4.3,-4.2,1.0
Cc1[nH]n(-c2ccccc2)c(=O)c1/C=N/NC(=O)C(C)C,-3.5,4.8,-0.9,7.4,0.3,-0.8,0.0,-1.4,-1.9
Cc1nnsc1C(=O)Nc1ccc(Cl)cc1,-12.4,-2.6,·,-15.6,-0.1,-12.6,0.2,1.3,0.3
COc1ccc2c(c1)c1c(n2C(C)=O)C(OC(C)=O)=NCC1,-28.4,1.1,-25.2,-10.1,-11.4,-3.5,3.1,-1.0,0.5
O=C(CNCc1ccco1)Nc1ccccc1-n1cccc1,10.4,-0.8,-8.5,-13.0,2.2,-4.1,-1.2,-6.8,0.9
O=[N+]([O-])c1c(N2CCN(CCO)CC2)nc2ccccn12,-8.0,·,-7.6,8.4,18.0,-1.2,6.8,7.5,2.4
CCCCn1c(N)c(N(CCC(C)C)C(=O)CSc2nnc3ccccn23)c(=O)[nH]c1=O,35.4,3.1,-5.0,0.6,1.4,-4.4,2.7,3.0,4.1
O=C(Nc1c(Cl)cc(Cl)cc1C(=O)NCCN1CCOCC1)c1cccc([N+](=O)[O-])c1,-10.0,0.1,-16.9,-1.2,-1.2,-1.4,-6.0,2.8,1.4
COc1ccccc1-c1c(C)nn2c(C)c(C(C)=O)cnc12,-2.8,7.1,1.9,-12.4,-3.5,-6.5,12.7,-0.9,0.5
COc1ccc(N(CC(=O)Nc2ccc3c(c2)OCCO3)S(=O)(=O)c2c(C)noc2C)cc1,8.3,4.9,-17.3,-3.8,-2.8,-3.2,3.3,1.2,0.0
CC(C(=O)NCC1CCCCC1)N(C)Cc1cccc(Cl)c1 (centres undefined),-4.0,7.6,-4.1,1.1,-8.0,-5.2,-6.8,-5.4,3.3
COc1cc2c(cc1OC)CN(C(=O)c1cc3ccccc3oc1=O)CC2,-36.5,-9.1,-33.8,-1.3,7.1,-3.5,3.2,1.3,0.3
O=C1COCC(=O)N1CCc1c[nH]c2ccccc12,0.3,·,-11.9,-5.8,-6.0,0.5,0.4,5.5,0.6
COC(=O)N1CC(=O)N(OC)C1c1ccc(Cl)cc1Cl (centres undefined),-14.4,-1.7,6.1,-1.4,4.8,-7.2,-0.2,1.3,-1.2
C/C(=N/OC(=O)C1CC1c1ccccc1)c1ccccc1 (centres undefined),-11.3,0.6,-12.9,-5.0,-0.3,-0.6,15.5,2.5,-1.3
O=C(NC(NC(=S)Nc1ccccc1Cl)C(Cl)(Cl)Cl)c1cccc(Cl)c1 (centres undefined),27.7,-11.0,-8.8,19.6,3.9,-49.8,4.5,1.8,2.8
CC(C)(C)OC(=O)NNC(=O)Nc1ccccc1C(F)(F)F,-13.7,-0.7,-11.6,-5.4,-1.9,-4.6,6.8,-1.4,1.2
CCOC(=O)N1CCN(C(=O)C2CCN(Cc3ccc(O)c(OCC)c3)CC2)CC1,-15.1,4.6,-26.4,-15.9,3.0,-6.9,-20.2,-1.3,2.1
